# Screens: PubChem BioAssay, National Center for Advancing Translational Sciences (NCATS)
# RORg inh: inhibitors of mouse ROR gamma transcriptional activity; Drosophila S2 Gal4-RORgamma UAS-luciferase reporter, 20 h; 310,000 compounds, 5.4% hits; Potency, µM (highest dose often 53.6 µM), for inactives: top-dose activity change, negative = inhibition, hits mostly inhibitors; AID 2551; further: potency means the concentration at half of the fitted maximal effect; on the % scale 0 is the no-effect control and ±100 the full control effect; nearly all actives have a fitted effect of over 60% in size
#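 A Gal4/UAS one-hybrid system in insect cells: metallothionein-promoter Gal4–ROR gamma fusion plus Photinus luciferase reporter. Copper sulfate 700 uM final, 20 hr ambient incubation, luminescent detection after 10 min with reagent.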
# ELG1 DNA repair: inhibitors of ELG1-dependent DNA repair in HEK293T cells. HEK293T ELG1-luciferase reporter, luminescence, 16 h; DNA damage induced by 5-fluorouridine. Potency, µM (highest dose often 46.1 µM), without a hit: at the highest dose activity change, negative = inhibition, usual class: inhibitors. 330,000 compounds, 2.3% hits; further: potency means the concentration at half of the fitted maximal effect; on the % scale 0 is the no-effect control and ±100 the full control effect; nearly all actives have a fitted effect of over 55% in size
#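 Reporter activity after DNA damage by 5-fluorouridine is monitored. Compound-treated cells incubate 16 hr at 37 °C, then ONE-Glo is added for 30 min before luminescence reading.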
# Tb PFK inh: T. brucei PFK enzyme inhibition; O15648; T. brucei PFK, ADP-Glo luminescence; Potency, µM (highest dose often 57.5 µM), without a hit: at the highest dose activity, negative = inhibition, usual class: inhibitors; 330,000 compounds, 0.17% hits; AID 485367;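 further: potency means the concentration at half of the fitted maximal effect; 0% = uninhibited 1x PFK enzyme wells and -100% = no-enzyme wells; nearly all actives have a fitted effect of over 60% in size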
#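 Luminescent ADP detection (ADP-Glo, two-step: ATP depletion then ADP-to-ATP conversion for luciferase) reported PFK activity after 45 min room-temperature reaction of 1.25 nM enzyme with 0.5 mM F6P and 0.1 mM ATP at pH 8.0.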
# Rab9 prom act: activators of Rab9 promoter; 320,000 compounds, 2.8% hits; Huh7 Rab9 promoter-luciferase reporter, luminescence, 24 h; Potency, µM (series often up to 9.22 µM), without a hit: at the highest dose activation, negative = inhibition, most hits filed as activators; AID 485297; further: potency means the concentration at half of the fitted maximal effect; % of control where 0% means no effect; nearly all actives have a fitted effect of over 60% in size
#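 Huh7 reporter line, Rab9 promoter upstream of luciferase. Compound exposure 24 h at 37 °C in reduced-serum medium with 10% FBS. Read-out: luminescence.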
# NPC1 promoter act: activators of NPC1 promoter; 320,000 compounds, 2.4% hits; Potency, µM (titrated, usually from 9.22 µM), for inactives: at the top dose activation, usual class: activators; Huh7 NPC1 promoter luciferase reporter, 24 h;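 further: potency means the concentration at half of the fitted maximal effect; % of control where 0% means no effect; nearly all actives have a fitted effect of over 60% in size; reporter is driven by a mutant NPC1 promoter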
#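 Huh7 cells stably carrying NPC1 promoter–luciferase, plated in Opti-MEM with 10% FBS for 2 h, were exposed to compound in DMSO for 24 h at 37 °C; luciferase reagent was added for 10 min and luminescence read.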
# Gal4-VP16 FLuc: Gal4-VP16 reporter inhibition counter-screen. Drosophila S2 Gal4-VP16 UAS-luciferase, luminescence, 20 h. Potency, µM (titrated, usually from 53.6 µM), inactives show at the top dose activity, negative = inhibition, usual class: inhibitors. 310,000 compounds, 3.5% hits;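 further: Gal4-VP16 expression switched on by copper sulfate through the metallothionein promoter; potency means the concentration at half of the fitted maximal effect; on the % scale 0 is the no-effect control and ±100 the full control effect; nearly all actives have a fitted effect of over 50% in size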
# FLuc counter: firefly luciferase modulation, counter-screen for miR-21 project | purified FLuc, Km substrates, luminescence inhibition | Potency, µM (doses to about 57.5 µM), for the others: top-dose activity change, negative = inhibition, hits mostly inhibitors | 360,000 compounds, 6.9% hits | AID 588342;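 further: potency means the concentration at half of the fitted maximal effect; plate controls were vehicle for no effect and reference inhibitor for full effect; nearly all actives have a fitted effect of over 55% in size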
#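 Purified P. pyralis luciferase, 10 nM final, with Km-level 10 uM D-luciferin and 10 uM ATP in 50 mM Tris acetate pH 7.5, 10 mM Mg acetate, 0.01% Tween-20, 0.05% BSA; 6-point qHTS titration about 60 µM downward; luminescence read.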
# TRPV1 ag: human TRPV1 agonism; 320,000 compounds, 0.19% hits; Q8NER1; TRPV1-expressing cells, Fluo-8 calcium influx, agonist mode; AID 540275; activation, % at 8.33 µM; in the data active means activation above about 80%; inconclusive means between about 30% and that limit; further: 0% is about no effect
# Target sequence (Q8NER1 whole entry, looked up): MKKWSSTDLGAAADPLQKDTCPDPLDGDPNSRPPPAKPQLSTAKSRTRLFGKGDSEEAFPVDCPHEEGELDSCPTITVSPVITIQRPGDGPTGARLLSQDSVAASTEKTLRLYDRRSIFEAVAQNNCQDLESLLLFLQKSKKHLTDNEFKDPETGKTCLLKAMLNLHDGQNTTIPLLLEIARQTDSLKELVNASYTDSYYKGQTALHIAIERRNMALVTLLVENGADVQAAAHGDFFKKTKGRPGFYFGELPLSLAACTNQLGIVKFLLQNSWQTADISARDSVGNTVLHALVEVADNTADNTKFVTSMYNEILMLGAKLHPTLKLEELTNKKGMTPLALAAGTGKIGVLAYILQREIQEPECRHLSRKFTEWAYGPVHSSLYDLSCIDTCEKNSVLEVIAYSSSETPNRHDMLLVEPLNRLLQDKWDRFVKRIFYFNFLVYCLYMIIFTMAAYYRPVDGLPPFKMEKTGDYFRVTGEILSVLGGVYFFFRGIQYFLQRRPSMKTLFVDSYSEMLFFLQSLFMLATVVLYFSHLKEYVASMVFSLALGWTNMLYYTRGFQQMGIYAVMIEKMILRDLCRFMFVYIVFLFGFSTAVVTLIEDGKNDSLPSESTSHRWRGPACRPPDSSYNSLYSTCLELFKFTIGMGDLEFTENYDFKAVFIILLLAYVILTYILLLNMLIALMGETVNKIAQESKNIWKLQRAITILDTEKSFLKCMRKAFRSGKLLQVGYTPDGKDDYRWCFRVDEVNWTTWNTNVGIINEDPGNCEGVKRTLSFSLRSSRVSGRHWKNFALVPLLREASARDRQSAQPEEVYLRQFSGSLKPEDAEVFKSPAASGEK
#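 TRPV1-expressing cells were cultured overnight at 35.5C and loaded with Fluo-8 calcium dye for 40 to 90 min at room temperature. After a 10 s baseline, compound was added and calcium influx was read kinetically for 3 min (ex 480/em 520 nm).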
# p53 reactivation: mutant p53 re-activation in reporter cells. H1299 p53-A138V BP100-luciferase reporter, luminescence, 24 h. Potency, µM (top dose mostly 92.2 µM), inactives show at the top dose activity change, positive = activation, usual class: activators. 320,000 compounds, 0.063% hits. AID 504706; further: potency means the concentration at half of the fitted maximal effect; % of control where 0% means no effect; nearly all actives have a fitted effect of over 45% in size
#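 p53-null H1299 cells stably carrying temperature-sensitive p53-A138V and a BP100-luciferase reporter were pinned with compounds (4-point, 1:5 series) and held 24 hrs at 37 deg C. Luminescence was read 10 min after detection reagent.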
# ELG1 genotox: genotoxicity induction in ELG1-luciferase HEK293T cells | HEK293T ELG1-luciferase reporter, luminescence, 16 h | Potency, µM (series often up to 46 µM), inactives show at the top dose activity change, positive = activation, hits mostly activators | 330,000 compounds, 1.3% hits; further: potency means the concentration at half of the fitted maximal effect; % of control where 0% means no effect; nearly all actives have a fitted effect of over 60% in size
#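 HEK293T cells expressing luciferase-tagged ELG1 were exposed to compound or DMSO vehicle for 16 hr at 37 °C and 5% CO2. Luciferase activity was then measured with ONE-Glo after 30 min at room temperature.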
# BRCA1 expr up: BRCA1 expression activation; MCF7-BRCA1-FFLuc reporter, luminescence, 48 h; response scale: scaled: vehicle 0%, 10 µM genistein 100%; Potency, µM (doses to about 46.1 µM), without a hit: at the highest dose activation, actives largely listed as activators; 380,000 compounds, 1.1% hits; AID 624202; further: potency means the concentration at half of the fitted maximal effect; nearly all actives have a fitted effect of over 80% in size; some results filed as inactive show a strong effect at the top dose
#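 MCF7-BRCA1-FFLuc, 2000 cells/well; 2 h attach, 37 °C/5% CO2; compound 48 h; luciferase substrate 15 min; luminescence end-point. Norm. to genistein 10 microM max activation and DMSO; concentration-response curves fitted.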
# * = called active by the depositor; ? = inconclusive; . = no result given. Unless noted, the call rests on the fitted dose curve; in most records, active means well fitted curve in the direction sought with a large enough effect; inconclusive means small, poorly fitted or top-dose-only effect, or another doubt; inactive means no such curve, though single readings can be large; an effect the other way counts as inactive or inconclusive.
cpd	smiles	RORg inh	ELG1 DNA repair	Tb PFK inh	Rab9 prom act	NPC1 promoter act	Gal4-VP16 FLuc	FLuc counter	TRPV1 ag	p53 reactivation	ELG1 genotox	BRCA1 expr up
1	O=C1C[C@@H]2c3c(cccc3CN1Cc1ccc(F)cc1)C[C@@H](O)[C@H]2O	.	-1.3%	-3.1%	-4.5%	-4.7%	.	-0.3%	1.7	-5.5%	1.1%	0.0%
2	CN(c1ccccc1)c1nc(N2CCCC2)nc(-n2ccnc2)n1	4.47µM*	?	1.2%	4.2%	-1.6%	11.2µM*	-2.4%	20.8	3.0%	-9.7%	-42.9%
3	Nc1ccc(C(=O)O)cc1S(=O)(=O)O	-1.5%	2.3%	0.9%	-0.2%	-8.7%	-8.9%	-0.5%	0.8	-3.9%	-3.2%	28.7%
4	O=C(NCc1ccco1)Nc1ccc2snnc2c1	19.0%	?	-8.3%	3.9%	5.2%	11.1%	-16.1%	.	-2.8%	-0.1%	29.5%
5	CS(=O)(=O)N(CC(=O)Nc1ccccc1Br)Cc1ccccc1	30.7%	-9.6%	1.1%	2.1%	-1.5%	-3.8%	0.7%	2.4	-0.7%	-2.0%	2.2%
6	CCC(=O)OC1(C(=O)CCl)[C@@H](C)C[C@H]2[C@@H]3CCC4=CC(=O)C=C[C@]4(C)[C@@]3(F)[C@@H](O)C[C@@]21C (some centres not stated)	.	?	-0.9%	1.2%	0.1%	.	0.2%	1.4	0.1%	8.0%	-12.6%
7	Cc1ccnc(NC(=O)c2cccc3ccccc23)c1	-20.8%	-2.9%	15.2%	?	?	18.8%	2.5%	19.2	-21.2%	0.1%	77.0%
8	Cc1ccc(-c2cc(-c3ccccc3)nc(Cl)n2)cc1	13.0%	?	-0.5%	24.5%	20.6%	13.3%	?	?	14.5%	-2.0%	-69.3%
9	CC(C)(C)c1ccc(C(=O)Nc2ccc3c(c2)C(=O)NC3=O)cc1	-14.2%	-1.2%	-3.3%	-2.4%	0.8%	-1.7%	-1.3%	85.5*	6.2%	-0.8%	2.1%
10	COc1ccc2[nH]c3c(=O)n(CCCCC(=O)NCCC(C)C)c(=S)[nH]c3c2c1	-4.7%	0.0%	-2.4%	-7.0%	-4.0%	-9.4%	-1.0%	-0.8	-1.6%	0.1%	-9.0%
11	Cc1nc(Nc2ccc(Cl)cc2Cl)sc1C(=O)Nc1ccccc1	?	?	15.3%	4.1%	-1.8%	?	16.9µM*	?	?	-1.4%	-79.5%
12	Cc1onc(-c2c(F)cccc2Cl)c1C(=O)Nc1sc2c(c1C(N)=O)CCC2	11.3%	?	-1.5%	-6.2%	-7.6%	-4.2%	-2.1%	9.9	-2.3%	-11.2%	-79.7%
13	O=C(OCC(=O)c1ccco1)c1ccc2ncsc2c1	36.7%	?	2.7%	2.7%	-1.7%	12.0%	?	-1.6	19.1%	3.7%	17.4%
14	O=C(CCC(=O)Nc1ccccc1)NCCO	30.2%	13.6%	8.6%	5.1%	-2.6%	-1.4%	-0.8%	-1.3	3.3%	1.3%	-7.2%
15	c1ccc2c(c1)nc1n2CCN1CCNC1CCCCC1	-0.8%	?	0.8%	0.8%	2.4%	3.4%	-10.9%	-2.8	-12.0%	-3.0%	-25.3%
16	CCOc1ccc(Oc2ccc(NS(=O)(=O)c3cc(C(=O)O)ccc3Cl)cc2)cc1	.	0.3%	5.1%	-2.4%	-4.0%	.	0.9%	-1.0	4.2%	1.9%	-12.3%
17	COC(=O)c1ccc2c(c1)C(=O)/C(=C/c1ccc(O)cc1)O2	0.224µM*	?	-0.5%	?	26.6%	1.58µM*	?	21.2	?	11.2%	77.5%
18	CS(=O)(=O)Nc1ccc(C2=NN(S(C)(=O)=O)C(c3ccccc3)C2)cc1 (configuration not stated)	40.8%	?	2.2%	17.6%	8.4%	-1.4%	-17.9%	-6.9	?	7.3%	?
19	CCN(CC(=O)NCc1ccc(Cl)cc1)C(=O)CN1C(=O)NC(C)(c2ccccc2)C1=O (configuration not stated)	14.2%	5.0%	1.0%	2.5%	1.5%	-1.8%	3.2%	-0.7	-1.7%	-2.9%	-2.7%
20	O=C(CCc1ccccc1)Nc1cc2c3c(c1)CC(=O)N3CCC2	.	?	2.6%	0.5%	-3.7%	.	-16.0%	-3.3	7.1%	8.2%	-11.7%
21	Cc1cc(F)ccc1S(=O)(=O)NCC1CC2CCC1C2 (configuration not stated)	29.4%	3.8%	-2.3%	4.4%	0.2%	-15.3%	-0.1%	17.1	3.6%	-5.5%	-19.9%
22	OC1(c2ccc(F)cc2)CCN(Cc2nnnn2Cc2cccs2)CC1	0.0%	-4.6%	0.7%	-4.0%	-2.0%	-13.7%	4.0%	0.4	-5.0%	-1.3%	5.5%
23	Cc1cccc(CCNC(=O)CCS(=O)(=O)c2ccc(Br)cc2)c1	1.5%	-0.1%	7.5%	14.4%	-18.3%	-5.0%	-2.4%	-1.0	-6.2%	-15.1%	-1.6%
24	O=C(C1CCCN1S(=O)(=O)c1cccc2nsnc12)N1CCCCCC1 (configuration not stated)	-5.4%	11.0%	0.1%	-2.5%	0.5%	4.2%	5.9%	0.7	-1.9%	3.4%	-0.9%
25	O=C(NCc1n[nH]c(=S)n1-c1cccc(Cl)c1)c1ccc(S(=O)(=O)N2CCCC2)cc1	-19.6%	-1.0%	-6.4%	1.2%	-0.9%	6.5%	3.5%	0.0	-4.0%	-4.1%	0.1%
26	Cc1cccc(C)c1OCc1nnc(SCC(=O)NCCc2ccccc2)o1	-9.3%	3.9%	1.3%	0.5%	-1.0%	2.4%	0.3%	-0.5	2.4%	-0.6%	-5.4%
27	CCOc1cc(NC(=O)c2ccccn2)c(OCC)cc1NC(=O)c1cccc(C)c1	-21.9%	?	-0.2%	-14.5%	-20.4%	-0.7%	-0.5%	7.3	0.3%	-3.6%	0.0%
28	CCOC(=O)N1CCC(NC(=O)C2CCN(S(=O)(=O)c3cnc[nH]3)CC2)CC1	1.0%	6.6%	1.6%	0.1%	0.5%	2.4%	4.1%	1.2	-0.2%	-2.0%	0.6%
29	COc1ccc(-n2nc(C(=O)NCC(=O)N3CCOCC3)c3ccccc3c2=O)cc1OC	2.5%	-0.9%	-4.6%	-1.1%	-5.5%	6.3%	23.9µM*	-1.5	7.3%	-5.1%	-23.1%
30	CCCn1nc(Oc2nc(N(C)C)nc(N(C)C)n2)ccc1=O	0.8%	?	-5.9%	0.4%	0.4%	-14.5%	0.2%	-0.6	-5.5%	11.2%	5.6%
31	COc1ccc(C(C(=O)NC2CCCC2)N(C(=O)Cc2cccs2)C2CC2)cc1OC (configuration not stated)	-12.1%	10.5%	0.1%	2.5%	-10.0%	0.0%	2.5%	1.1	-2.4%	10.5%	-4.2%
32	COC(=O)c1ccc(N=NNc2ccccc2)cc1	-2.4%	?	-1.8%	1.26µM*	1.41µM*	-20.8%	3.79µM*	0.1	?	?	?
33	C=CCOc1ccc2c(OC)c3ccoc3nc2c1OC	?	?	0.7%	2.4%	21.9%	4.2%	9.53µM*	13.7	?	?	?
34	O=C(CC1OC(=O)c2ccccc21)NC1CCCCC1 (configuration not stated)	-10.2%	-4.6%	-3.1%	1.6%	-2.9%	-7.7%	1.9%	1.6	0.5%	-0.1%	-0.3%
35	O=C(Cn1nnc(N2CCCC2)n1)N/N=C/c1ccc(Cl)cc1	14.8%	?	-6.1%	0.0%	0.1%	-2.4%	-0.5%	2.7	3.5%	0.7%	10.4%
36	Cc1nn(-c2ccccc2)c(Cl)c1/C=N/Nc1ccc(S(=O)(=O)Nc2ccccc2C(=O)O)cc1[N+](=O)[O-]	7.5%	5.4%	5.8%	-6.3%	-0.2%	-0.5%	3.5%	2.2	-3.4%	0.0%	-15.5%
37	NC(=O)c1cc(N)ccc1N1CCCC1	0.4%	4.7%	-0.4%	-3.6%	0.4%	-5.7%	0.3%	2.7	-1.6%	1.9%	-16.0%
38	O=C(COC(=O)c1cc2ccccc2o1)c1ccccc1	?	15.8%	1.1%	-2.4%	-2.1%	-1.4%	6.01µM*	1.5	3.1%	?	-7.6%

# The order is random. About 15% of those tested had a hit in this group.
